# S3 lipid droplet = qHTS Assay for Lipid Storage Modulators in Drosophila S3 Cells | Drosophila S3 cells, BODIPY lipid droplet fluorescence, 18-24 h; cells fed with added oleic acid | Potency in µM for hits, for the others lipid storage change, negative = inhibition, % at the top dose, mostly 46.1 µM | AID 2685 | hit rate 0.64% among 320,000; active = well fitted inhibition curve with a large enough effect in the signal ratio, with a control signal flat, not every such curve was filed as active; inconclusive = small, poorly fitted or top-dose-only effect, or effect the other way, or a change in a side signal; the % refers to the signal ratio
#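 Drosophila S3 cells loaded with oleic acid (400 uM, as added) and compounds at several concentrations; lipid droplets imaged by 488-nm laser-scanning cytometry, 500–530 nm intensity and object ratio to cell channel. Percent activity normalized to 20 uM Triacsin C.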
# S3 lipid droplet cell count max = second read-out of S3 lipid droplet, no call of its own (marks repeat the call); cell number change, %; measured here: cell count max response;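 cells counted by Cell Tracker Red CMTPX staining in the red channel; peak over a dose series mostly up to 46.1 µM; percent activity relative to internal control wells on each plate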
# * hit, by the source's call; i = inactive; ? = inconclusive; · = not tested or not shown; [ ] = dose if it differs, or a comment. % is scaled to controls: 0 for no effect and ±100 for the full control effect; potency is read from the fitted curve at half-maximal effect. These rows are one share of the data; rates above refer to the full screens.
SMILES,S3 lipid droplet,S3 lipid droplet cell count max
CCOC(=O)c1sc2nc(N3CCCC3)c3c(c2c1N)CC(C)(C)OC3,?,·
c1ccc(-c2csc3ncnc(N4CCN(Cc5ccc6c(c5)OCO6)CC4)c23)cc1,10.7%,13.9
CCOC(=O)N1CCN(C(=O)c2ccc(S(=O)(=O)c3ccc(C)cc3)c(NC(C)=O)c2)CC1,1.8%,-13.5
CN(CC(O)COCc1ccccc1F)C1CCCCC1 (configuration not stated),8.3%,9.4
CCNC(=O)c1ccccc1CCc1ccccc1,7.4%,6.4
Cc1noc(C)c1CSc1nc2[nH]ncc2c(=O)n1-c1ccccc1,?,·
Cc1cc(N2CCN(C)CC2)nc2ccc(NC(=S)NCCCN3CCc4ccccc4C3)cc12,?,·
CN(CC(O)COc1ccc(S(=O)(=O)N2CCOCC2)cc1Cl)C1CCCCC1 (configuration not stated),?,·
CC(CCc1ccccc1)NC(=O)C(=O)N1CCOCC1 (configuration not stated),?,·
CCC1=NN2C(=N)/C(=C\c3cccn3-c3c(C)cccc3C)C(=O)N=C2S1,?,·
O=C(NCCN1CCOCC1)c1ccc2c(c1)N(Cc1ccccc1F)C(=O)c1ccccc1S2,1.0%,9.4
Cc1ccc(S(=O)(=O)NC(CC(=O)NCC2CCCO2)c2ccco2)cc1 (configuration not stated),?,·
c1ccc2c(c1)Sc1ccccc1-n1cnnc1-2,7.1%,-7.5
CCN1C(=O)/C(=C2\SC(=S)N(CC3CCCO3)C2=O)c2ccccc21 (configuration not stated),-3.4%,13.2
O=C(CSc1nnc(-c2ccccc2)o1)c1ccc2c(c1)OCCO2,8.5%,-7.3
O=C(NCC1COc2ccccc2O1)c1cccc(S(=O)(=O)NCc2ccccc2)c1 (configuration not stated),?,·
CC(C(=O)O/N=C(\N)c1ccccn1)c1ccc([N+](=O)[O-])cc1 (configuration not stated),i,·
CC(=O)c1ccc(OCc2ccc(Oc3c(Cl)cccc3[N+](=O)[O-])cc2)cc1,?,·
Cc1cc(C)c(N(CC(=O)NCc2ccccc2)C(=O)c2csnn2)c(C)c1,i,19.8
Cc1ccsc1/C=N/n1c(C2CCCCC2)n[nH]c1=S,?,·
O=C(c1ccco1)N1c2ccccc2Sc2ccccc21,?,·
COc1ccc(NC(=O)c2ccco2)cc1NC(=O)COc1ccccc1[N+](=O)[O-],?,·
COCC1CCCN(C(=O)c2cc(COc3cncc(Cl)c3)on2)C1 (configuration not stated),i,·
Cc1noc(C)c1S(=O)(=O)Nc1ccc(C(=O)NC2CCCCC2)cc1,?,·
CCCCc1nnc(NC(=O)c2ccc(N3CCCC3=O)cc2)s1,6.4%,14.4

# Complete entries from above:
# c1ccc(-c2csc3ncnc(N4CCN(Cc5ccc6c(c5)OCO6)CC4)c23)cc1 as listed: S3 lipid droplet: 10.7%; S3 lipid droplet cell count max: 13.9
# O=C(NCCN1CCOCC1)c1ccc2c(c1)N(Cc1ccccc1F)C(=O)c1ccccc1S2 as listed: S3 lipid droplet: 1.0%; S3 lipid droplet cell count max: 9.4

# Next section.
SMILES,S3 lipid droplet,S3 lipid droplet cell count max
CCOCc1nnc(NC(=O)c2ccc(OC)cc2)s1,6.9%,6.4
Cc1nc(-c2ccccc2)sc1C1(C)CC(c2ccc(OC(F)(F)F)cc2)=NO1 (configuration not stated),?,·
Cc1cc(C(=O)Nc2ccccc2C)c2ccccc2n1,?,·
O=C1CCN(CCc2ccccc2)CCN1[C@H](CSc1ccccc1)c1ccccc1,?,·
Nc1nnn(CC(=O)N/N=C/c2cccc(Cl)c2)n1,9.9%,17.5
O=[N+]([O-])c1cccnc1NCCNc1ncc(C(F)(F)F)cc1Cl,-22.1%,-29.3
COc1cc(CN2CCC(C(=O)NCCC(C)C)CC2)ccc1OCc1ccccc1,i,23.0
O=C(NCC(O)CN1CCOCC1)c1ccc([N+](=O)[O-])cc1 (configuration not stated),13.3%,-5.1
COc1cccc(N2CC(O)Cn3c2nc2c3c(=O)n(CCCc3ccccc3)c(=O)n2C)c1 (configuration not stated),?,·
CCOC(=O)Cc1ccc(NCc2ccc(Cl)cc2)cc1,8.4%,8.4
CCOC(=O)CN1CC23C=CC(O2)C(C(=O)Nc2ccc4c(c2)OCO4)C3C1=O (configuration not stated),12.6%,1.0
CC(C)Nc1nc(NC(C)C)nc(N(C)C#N)n1,?,·
Cc1cc(C)c(C#N)c(SCC(=O)C2CC2)n1,?,·
COc1cccc(CC(=O)OCC(=O)c2cc(OC)ccc2OC)c1,?,·
O=c1c2cccnc2nc2n1CCCCC2,?,·
Cc1cc(N2CCC(C(N)=O)CC2)nc(-c2ccccc2)n1,?,·
COc1ccccc1NC(=O)CN(c1ccc(C)cc1)S(=O)(=O)c1c(C)n[nH]c1C,13.2%,·
CCCCOc1ccc(C(=O)N/C(=C\c2ccc([N+](=O)[O-])cc2)C(=O)OCc2ccco2)cc1,?,·
C=CCn1c(SCC(=O)N2CCOCC2)nc2sc3c(c2c1=O)CCCC3,?,·
Cc1ccc(S(=O)(=O)N2CCC(C(=O)OC(C)C(=O)NC3CCCCC3C)CC2)cc1C (configuration not stated),8.4%,-6.0
Cc1cc(=O)oc2cc(OC(=O)c3ccccc3)ccc12,?,·
O=C1/C(=C/c2cccnc2)SC(=S)N1C1CCS(=O)(=O)C1 (configuration not stated),?,·
CCCC(=O)NC(Nc1c(C)n(C)n(-c2ccccc2)c1=O)C(Cl)(Cl)Cl (configuration not stated),-18.0%,-3.9
CC(C)(CO)NC(=O)CCCOc1ccc(Cl)cc1Cl,?,·
COc1cccc2cc(C(=O)C3=C(O)C(=O)N(CCN(C)C)C3c3ccc(F)cc3)oc12 (configuration not stated),?,·

# Other structures
SMILES,S3 lipid droplet,S3 lipid droplet cell count max
O=c1[nH]c2ccc(S(=O)(=O)N3CCN(c4ccccc4)CC3)cc2[nH]c1=O,?,·
COC(=O)c1ccc(C2C(Oc3ccccc3C)C(=O)N2CCc2ccc(OC)c(OC)c2)cc1 (configuration not stated),?,·
CCc1nnc(NC(=O)CSc2nc(-c3ccccc3)cc(-c3ccc(OC)cc3)c2C#N)s1,?,·
CC(CC(=O)O)CC(=O)Nc1nncs1 (configuration not stated),?,·
CC1CCCN(C(=O)CCNS(=O)(=O)c2ccc3c(c2)c(=O)n(C)c(=O)n3C)C1 (configuration not stated),?,·
Clc1ccc(-c2nnc(-c3ccccc3)o2)c(Cl)c1,11.0%,-24.2
CC(C)n1c(-c2cccnc2)nc2cnccc21,0.2%,11.5
Cc1cc(NC(=O)c2cncc(Br)c2)ccc1NC(=O)c1cc2ccccc2o1,?,·
Cc1cc(C)c(C(=O)CC(=O)c2ccccc2Cl)c(O)c1,?,·
COc1cc(NC2c3ncccc3C(=O)N2Cc2ccco2)cc(OC)c1OC (configuration not stated),6.2%,13.1
COc1cccc(S(=O)(=O)N2CCN(Cc3ccc4c(c3)OCO4)CC2)c1,23.1%,13.8
Cc1nc(N/N=C/c2ccc(O)cc2)c2cnn(-c3ccccc3)c2n1,?,·
Cc1ccc(Cn2cnc3c(cnn3-c3ccc(F)cc3)c2=O)cc1,-2.0%,3.0
CCc1ccc(NC(=O)c2ccccc2NC(=O)C2CCCO2)cc1 (configuration not stated),?,·
O=C(O)CC1(O)C(=O)N(Cc2ccccc2)c2ccccc21 (configuration not stated),15.2%,-8.0
CN(CCC#N)C(=O)COC(=O)/C=C/c1ccc2c(c1)OCO2,?,·
COc1ccc2nc(NC(=O)C3CC(=O)N(c4ccccc4)C3)sc2c1 (configuration not stated),?,·
O=S(=O)(NCCCCCNS(=O)(=O)c1ccc(F)cc1)c1ccc(F)cc1,i,-18.3
CC(C(=O)Nc1ccc(F)c(F)c1)N1CCN(C)CC1 (configuration not stated),6.3%,22.2
CC1CCN(CC(CS(=O)(=O)c2ccc([N+](=O)[O-])cc2)N2CCC(C)CC2)CC1 (configuration not stated),?,·
O=S(=O)(c1ccccc1)N1CCN(S(=O)(=O)N2CCCCCC2)CC1,i,3.5
O=C(/C=C/NNC(=O)c1ccc(Br)cc1)c1ccccc1,-6.2%,-20.5
Cc1ccc(N2CC(C(=O)Nc3cccnc3)CC2=O)cc1Cl (configuration not stated),i,21.8
O=C(NCC(=O)N1CCC(N2CCCCC2)CC1)C1CCCCC1,?,·
CCN(C(=O)c1cc2c(=O)n3ccccc3nc2n1CCCOC)C1CCCCC1,?,·

# An excerpt from above in order of number of heavy atoms, largest number first.
SMILES,S3 lipid droplet,S3 lipid droplet cell count max
CCc1nnc(NC(=O)CSc2nc(-c3ccccc3)cc(-c3ccc(OC)cc3)c2C#N)s1,?,·
COc1cc(NC2c3ncccc3C(=O)N2Cc2ccco2)cc(OC)c1OC (configuration not stated),6.2%,13.1
O=c1[nH]c2ccc(S(=O)(=O)N3CCN(c4ccccc4)CC3)cc2[nH]c1=O,?,·
Cc1ccc(Cn2cnc3c(cnn3-c3ccc(F)cc3)c2=O)cc1,-2.0%,3.0

# Other records.
SMILES,S3 lipid droplet,S3 lipid droplet cell count max
O=C(C(Cc1ccccc1)n1cccc1)N1CCN(c2ccccc2)CC1 (configuration not stated),2.3%,·
COCCOC(=O)C1=C(C)N=C2SCCC(=O)N2C1c1cccc(Br)c1 (configuration not stated),i,1.2
COc1ccccc1-c1nnc(NC(=O)c2ccc3c(c2)OCO3)s1,19.8%[9.22 µM],12.2
CCCCC(=O)NC(=S)Nc1cccc(NC(=O)c2ccccc2)c1,?,·
CC(C)OC(=O)C1CC=CCC1C(=O)Nc1ccc(Cl)cc1 (configuration not stated),?,·
CC(=O)N1c2ccc(S(=O)(=O)N3CCC(C(=O)N4CC(C)CC(C)C4)CC3)cc2CC1C (configuration not stated),?,·
O=C(CCCN1C(=O)c2ccccc2C1=O)Oc1ccc(Cl)cc1,i,4.3
O=c1/c(=C\c2cc([N+](=O)[O-])cc([N+](=O)[O-])c2O)sc2nc3ccccc3n12,?,·
Cc1ccc(-c2cc(C(=O)O)c3cc(Br)ccc3n2)s1,?,·
Cc1cccc(C(=O)O/N=C2\CCS(=O)(=O)c3sccc32)c1,-0.7%,0.6
CC1CCN(C(=O)c2ccc3c(c2NCCO)C(=O)c2ccccc2C3=O)CC1,?,·
C=CCNc1nc2c(c(=O)n(C)c(=O)n2C)n1CC,-6.7%,-12.2
CC(NC(=O)C1(S(=O)(=O)c2ccc(Cl)cc2)CC1)c1ccccc1 (configuration not stated),?,·
O=C(NC1CCN(Cc2ccccc2)CC1)c1ccc(Cl)cc1Cl,i,-1.6
CN(C(=O)COC(=O)c1cccc(Cl)c1)C1CCS(=O)(=O)C1 (configuration not stated),?,·
CCOC(=O)CN1C(=O)N[C@@H](c2ccccc2)C(C(C)=O)=C1C,?,·
Cc1oc2c(CN3CCOCC3)c(O)ccc2c(=O)c1-c1ccc(Br)cc1,i,·
O=C(CSc1nnnn1-c1ccc(F)cc1)Nc1ccc(N2CCOCC2)c(Cl)c1,?,·
Cc1nc(C)c(C(=O)Nc2ncc([N+](=O)[O-])s2)o1,?,·
COCc1cccc(C2=CC(=O)C[C@H](c3ccc(F)cc3)C2)c1,?,·
N#CC1=C(N)SC(N)=C(C#N)C1c1c(Cl)cccc1Cl,6.6%,12.7
COCCn1c(SCC(=O)Nc2cc(C(C)(C)C)nn2-c2ccccc2)nnc1-c1ccncc1,20.6%,3.0
O=C(NCc1ccc2c(c1)OCO2)c1ccc2c(=O)n(C3CCCC3)c(=O)[nH]c2c1,6.2%,-12.2
CCN(CC)CCOC(=O)c1ccc(N/C=C(/C#N)c2nc(-c3ccc(OC)cc3)cs2)cc1,?,·
N/C(=N\OC(=O)c1ccccc1Cl)c1ccccc1,1.0%,-1.3

# Next records.
SMILES,S3 lipid droplet,S3 lipid droplet cell count max
COC(=O)c1cc(OC(=O)c2ccc(=O)[nH]c2)cc(C(=O)OC)c1,?,·
Cn1nc([N+](=O)[O-])nc1Oc1ccccc1C(=O)N1CCOCC1,?,·
COc1cccc(C2=CC(c3ccc(C)cc3)n3ncnc3N2)c1 (configuration not stated),20.6%,-5.3
COCCNC(=O)CN(Cc1ccco1)C(=O)CCC(=O)Nc1nccs1,i,14.8
COc1ccc(CNC(=O)CN(Cc2ccccc2)C(=O)c2csnn2)cc1,25.5%,13.8
CCc1c(C(=O)NC(C)C2CCCO2)csc1C (configuration not stated),?,·
CCOc1ccc(CNc2ccc(N3CCN(Cc4ccccc4)CC3)cc2)cc1,2.31µM*,·
COCC(C)NC(=O)CSc1ncnc2sc(-c3ccccc3)cc12 (configuration not stated),?,·
COCCNC(=O)CN1CCN(C(c2ccccc2)c2ccccc2)CC1,?,·
CCN(CC)CCCNC(=O)Cn1cnc2sc(C)c(S(=O)(=O)N3CCC(C)CC3)c2c1=O,?,·
CCOC(=O)c1c(S(=O)(=O)N2CCN(c3ccc(F)cc3)CC2)c(C)n(C)c1C,-11.7%,15.2
Cc1c(Cl)cccc1N1C(=O)CC(NNC(=O)c2cccs2)C1=O (configuration not stated),?,·
CC(=O)NCc1cc(-c2ccc(Cl)cc2)no1,0.3%[9.22 µM],-2.1
COc1cc(NC(=O)C2=C(N3CCOCC3)/C(=C\c3ccc(Cl)cc3Cl)CC2)cc(OC)c1OC,?,·
CSc1cccc(Nc2ccc(S(=O)(=O)N3CCOCC3)cc2[N+](=O)[O-])c1,?,·
CCCCCC(=O)Nc1cccc(S(=O)(=O)NC2=NCCCCC2)c1,9.7%,2.3

# Random excerpt: two entries already listed
SMILES,S3 lipid droplet,S3 lipid droplet cell count max
CCOC(=O)c1c(S(=O)(=O)N2CCN(c3ccc(F)cc3)CC2)c(C)n(C)c1C,-11.7%,15.2
Cc1c(Cl)cccc1N1C(=O)CC(NNC(=O)c2cccs2)C1=O (configuration not stated),?,·
